Assay outcomes (PubChem BioAssay)
SENP1 inh: inhibitors of human SENP1 SUMO protease catalytic domain; recombinant SENP1 catalytic domain, CyPet-SUMO1-YPet FRET cleavage; inhibition, % at 10 µM; 0.21% of 360,000 active;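 active means inhibition at least 30% at 10 µM, raw YFP signal under a set limit, fluorescence ratio 0.5 to 1.5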;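 further: 0% = enzyme with DMSO and 100% = no enzyme wells; some results filed as inactive read as strong as hits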
Target sequence (Q9P0U3 419-644 limits assumed): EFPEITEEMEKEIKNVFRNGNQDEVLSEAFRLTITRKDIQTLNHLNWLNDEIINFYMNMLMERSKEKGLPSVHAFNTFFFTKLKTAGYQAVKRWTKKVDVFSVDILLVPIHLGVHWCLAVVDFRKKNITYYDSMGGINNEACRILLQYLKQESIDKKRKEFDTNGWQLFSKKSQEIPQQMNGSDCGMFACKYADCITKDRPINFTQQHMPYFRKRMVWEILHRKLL
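System: Recombinant human SENP1 catalytic domain, His6-tagged | Incubation: Enzyme reaction for 50 min at room temperature, dark | Medium: Tris pH 8 with BME, BSA, NP40 and catalase | Also added: 25 nM SUMO1 FRET substrate | Compound: 10 µM single point, 0.5% DMSO | Measured by: FRET fluorescence in CFP and YFP emission channels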
Active calls of the source: *. Some of the compounds tested. The share of hits here may be higher or lower than overall.

SENP1 inh	SMILES
2	CSCCC(NC(=O)c1ccccc1Br)C(=O)NNC(=O)C1COc2ccccc2O1 (stereo not given)
-3	CCCCN(C=O)c1c(CC)nc2c(OCCC)cccn12
-5	Cc1c(CCNC=O)cc(C)c2c3c(oc12)CCCC3
0	Cn1c(NCc2cccnc2)nc2cc(-c3ccc(C(=O)N4CCOCC4)cc3)sc2c1=O
-2	CCc1ccccc1NC(=O)CNC(=O)c1ccc(S(=O)(=O)NCc2ccco2)cc1
-2	Cc1ccc(S(=O)(=O)NC(=O)NCc2ccco2)cc1
-1	CCCCC(=O)Nc1ccc(NCc2ccc(C)s2)cc1
3	O=C(Cc1cccc(NC(=O)C2CCCN(C(=O)C3CCCCC3)C2)c1)Nc1cccc(C(=O)N2CCCCC2)c1 (stereo not given)
-40	O=C(NCCNCc1ccccc1)c1ccco1
63*	Cc1cccc(C)c1-n1nnnc1-c1nc2cc3ccccc3cc2[nH]c1=O
1	OC[C@@H]1CN(Cc2ccc3c(c2)OCO3)C[C@H](n2cnc3c(NC4CCCC4)ncnc32)O1
-2	O=C(C=Cc1ccccc1)c1cc(Br)ccc1O
2	CC1(C(=O)NS(=O)(=O)c2ccccc2Cl)CCN1C(=O)C1(c2ccccc2)CCCC1 (stereo not given)
-28	Cn1c(/C(C#N)=C/c2ccc(-c3ccc(S(N)(=O)=O)cc3)o2)nc2ccccc21
-1	Cc1ccc(S(=O)(=O)CCC(=O)Nc2cc(C)on2)cc1
1	N#Cc1ccc(Oc2ccc(C#N)c(C#N)c2)cc1C#N

Overlap with the part before: two entries, followed by the next part.
SENP1 inh	SMILES
-1	Cc1ccc(S(=O)(=O)CCC(=O)Nc2cc(C)on2)cc1
1	N#Cc1ccc(Oc2ccc(C#N)c(C#N)c2)cc1C#N
1	CCOC(=O)[C@]12CCCC=C1N(Cc1ccco1)C(=O)[C@H](CC(=O)NCCCN1CCCC1=O)C2
-55	Cc1cc(/C=N/NC(=O)Cn2c3ccccc3c(=O)c3ccccc32)c(C)n1-c1ccc(Cl)cc1
0	O=[N+]([O-])c1cc([N+](=O)[O-])c2cccnc2c1Oc1ccccc1O
-7	Cc1cc(N/N=C/c2ccncc2)nc2ccccc12
2	CC(=O)NC(c1ccccc1)c1nc(-c2ccccc2C)cs1 (stereo not given)
-3	Cc1[nH]c2ccccc2c1C(=O)C(=O)NCc1nnnn1-c1cccc(F)c1
-2	CC(C)(C)Cc1c(-c2ccccc2)nc2ccc(Cl)cn12
-10	O=C(NC(c1ccc(F)cc1)c1ccc2ccccc2n1)C1CCN(CCOc2ccc(F)cc2)CC1 (stereo not given)
1	O=C(C[C@H]1CC[C@H](NC(=O)Nc2ccccc2F)[C@@H](CO)O1)NCc1ccc(-c2ccccc2)cc1
0	O=C(c1ccccc1)c1ccc(O)c(O)c1O
-1	Cc1ccc(NC(=O)c2ccc(OCC3CCCO3)cc2)cc1Cl (stereo not given)
2	O=C(c1ccccc1)c1ccc2ccccc2c1
2	CCN1C(=O)[C@H]2[C@@H](c3ccc(C(F)(F)F)cc3)N[C@]3(CCCN(Cc4ccc(Cl)cc4)C3=O)[C@H]2C1=O
-34	O=C(NC1CCCCC1)C(c1ccc(-c2ccccc2)cc1)n1c(=O)c(-c2ccco2)nc2ccccc21 (stereo not given)
-56	O=C(NCc1ccccc1)C(c1cc2ccccc2o1)n1c(=O)c(-c2ccco2)nc2ccccc21 (stereo not given)
1	NCC(=O)NCC(=O)NC[C@H]1O[C@@H](n2ccc(=O)[nH]c2=O)[C@H](O)[C@@H]1O
-3	COCCNC(=O)C1(C)CCN(C(=O)c2cc(-c3ccccc3)cs2)C1 (stereo not given)
2	O=S1(=O)CC(N2CC=CC2)CN1Cc1ccccc1 (stereo not given)
0	COc1ccccc1N1CCN(C(=O)c2cc(-c3ccccc3)nc3c2cnn3C(C)C)CC1
15	Nc1cc(S(=O)(=O)O)cc2ccc(S(=O)(=O)O)cc12
2	CC1(C(=O)NS(=O)(=O)c2ccc(Cl)cc2)CCN1C(=O)c1ccc(C2CCCCC2)cc1 (stereo not given)
-1	O=c1[nH]cnc2c1ncn2C1CCC(CO)O1 (stereo not given)
3	Cc1nc(N)[nH]c(=O)c1CCCNS(=O)(=O)c1ccc([N+](=O)[O-])cc1
3	COc1ccc(CCNC(=O)CCCn2c(=S)[nH]c3cc4c(cc3c2=O)OCO4)cc1OC
-1	C[C@H](CO)N1C[C@H](C)[C@@H](CN(C)C(=O)Nc2ccccc2F)Oc2ncc(Br)cc2C1=O
1	C(=C\c1ccccc1)/CN1CCN(C(c2ccccc2)c2nnnn2-c2ccc3c(c2)OCCO3)CC1 (stereo not given)
-1	Cc1ccc(C(O)c2ncc(-c3ccccc3Cl)[nH]2)c(C)c1 (stereo not given)
-1	Cc1cccc(NC(=O)Oc2ccc(Cl)c3cccnc23)c1
2	CCCCCNC(=O)C1C(=O)Nc2ccccc2C(=O)N1C(C)(C)C (stereo not given)
2	CC1(C)N=C(c2ccccc2)C(c2ccccc2)=N1
2	O=C1CCCCCC[C@@H](O)[C@H](O)C[C@H](c2ccccc2)O1
1	O=C(O)c1cccc2c1Cc1cc([N+](=O)[O-])ccc1-2
-28	O=S(=O)(Nc1cc2nc3ccccc3nc2n1Cc1ccccc1)c1ccc(Cl)cc1
-22	CCCN1C(=O)c2cccc3c(N4CCCCC4)ccc(c23)C1=O
0	Cc1cccc(C)c1NC(=O)C1CCCN(CCCc2ccccc2)C1 (stereo not given)
5	Cn1ncc([N+](=O)[O-])c1C(=O)Nc1ccccc1C#N
0	Nc1nc(SCc2ccccc2)cc(SCc2ccccc2)n1
2	CCCOc1ccc(F)cc1-c1cc(C(=O)NC(C)C)[nH]n1
-23	CCCc1nc2ccc(Br)cn2c1Cc1cccc(Cl)c1
1	CCC1SC(CC)C(=O)N(CC(=O)NC2CCCCC2)C1=O (stereo not given)

Individual results from the results shown:
`Nc1nc(SCc2ccccc2)cc(SCc2ccccc2)n1` @ SENP1 inh = 0
`Cn1ncc([N+](=O)[O-])c1C(=O)Nc1ccccc1C#N` @ SENP1 inh = 5
`CCCN1C(=O)c2cccc3c(N4CCCCC4)ccc(c23)C1=O` @ SENP1 inh = -22
`Cc1cccc(C)c1NC(=O)C1CCCN(CCCc2ccccc2)C1` (stereo not given) @ SENP1 inh = 0
`CCCc1nc2ccc(Br)cn2c1Cc1cccc(Cl)c1` @ SENP1 inh = -23
`O=S(=O)(Nc1cc2nc3ccccc3nc2n1Cc1ccccc1)c1ccc(Cl)cc1` @ SENP1 inh = -28

The list goes on:
SENP1 inh	SMILES
-1	CC(C)OCCc1cccc[n+]1[O-]
1	O=C1OCC2=C1C(c1ccc3c(c1)OCO3)c1cc3c(cc1O2)OCO3 (stereo not given)
1	CCOc1ccccc1C(=O)NCC(=O)NCCSc1ccc(Br)cc1
-2	C[C@H](CO)N1C[C@H](C)[C@H](CN(C)C(=O)c2ccccc2)OCc2ccccc2-c2c(n(C)c3ccccc23)C1=O
1	COCCN1C(=O)CCC1(C)c1nnnn1-c1c(C)cccc1C (stereo not given)
1	CCC(c1nnnn1-c1ccc2c(c1)OCCO2)N1CCN(c2ccc(OC)cc2)CC1 (stereo not given)
-1	COc1ccc(C(=O)N2CCN(S(=O)(=O)c3ccc(Cl)cc3)CC2)cc1S(=O)(=O)N1CCOCC1
2	CC(=O)NC(C)(c1ccccc1)c1nc(-c2csc3ccccc23)cs1 (stereo not given)
1	CC1(C(=O)Nc2ccc3ccccc3c2)CCC(=O)N1CC(F)(F)F (stereo not given)
2	COC(=O)[C@@H](Cc1ccccc1)NC(=O)Cn1cc(C)c(=O)[nH]c1=O
2	COc1ccccc1-c1csc(C(C)(NC(C)=O)c2ccccc2)n1 (stereo not given)
3	CCCNC(=O)c1cc2c(c(-c3cccc(-c4ccccc4F)c3)n1)[C@@H](CCO)N(C(=O)CC1CC1)C2
1	CCOc1ccc(CCN2C(=O)C(=O)N([C@@H](CC(C)C)CN3CCC[C@H]3CN3C(=O)C(=O)NC[C@@H]3CC(C)C)C[C@@H]2CC(C)C)cc1
-1	COC(=O)[C@@]12C[C@@H](CC(=O)N3CCCCC3)C(=O)N(CCc3ccc(OC)c(OC)c3)C1=CCC(C)(C)C2
-4	FC(F)(F)c1cccc(-c2nc3ccccc3n2C(c2ccccc2)c2nc3ccccc3[nH]2)c1 (stereo not given)
1	O=C(Nc1cccc(C(=O)N2CCOCC2)c1)C1CCCC1
1	[O-][N+](=Cc1ccccc1)c1ccc(Cl)cc1
-1	CCc1ccc(OC2=NS(=O)(=O)c3ccccc32)cc1
-1	C#CCN1C(C)=CC(=O)[C@@H](O)[C@H]1c1ccccc1Br
1	Cc1cc(C)cc(Cn2cc(CN3CC(N4CCCCC4)CS3(=O)=O)nn2)c1 (stereo not given)
0	O=C(NCC1CC1)C1Cc2c(-c3ccc(Cl)cc3)ccnc2O1 (stereo not given)
2	COCCN(CC(=O)NC1CCCCC1)C(=O)/C=C/C(=O)c1ccc(OC)cc1O
0	CCCCN1C[C@H](c2ccc(Br)cc2)[C@@H](CC(=O)Nc2ccc(Br)cc2)C1=O
-5	COC(=O)[C@@]12C[C@@H](CC(=O)N3CCN(C(=O)c4ccco4)CC3)C(=O)N(Cc3ccc4c(c3)OCO4)C1=CCC(C)(C)C2
0	Cc1ccc(CN2CC(C(=O)Nc3nc(C)cs3)CC2=O)cc1 (stereo not given)
1	COc1ccc(CNC(=O)C[C@@H]2C=C[C@@H](NS(=O)(=O)c3cccc(OC)c3)[C@@H](CO)O2)cc1
0	O=C(Nc1cccc2cccnc12)c1csc([C@@H]2O[C@H](CO)[C@H](O)[C@H](O)[C@H]2O)n1
-3	CC(C)C[C@H]1CNC(=S)N1CC1CCCN1C[C@H](CC(C)C)N1C[C@H](CC(C)C)N(CC2CCCCCC2)C1=S (stereo not given in full)
1	CC(C)CN1CC(C)C(=O)N(c2ccccc2)C1=O (stereo not given)
-1	CN(Cc1ccc(Cl)c(Cl)c1)C(=O)C1CC(=O)N(c2ccc3c(c2)OCCO3)C1 (stereo not given)
-1	CCOC(=O)Sc1nc2ncncc2[nH]1
1	CCOC(=O)C1CCCN(C(=O)c2ccc(OC)cc2OC)CC1 (stereo not given)

Another view of four compounds above.
> O=C(Nc1cccc2cccnc12)c1csc([C@@H]2O[C@H](CO)[C@H](O)[C@H](O)[C@H]2O)n1
  SENP1 inh: 0

> CC(C)C[C@H]1CNC(=S)N1CC1CCCN1C[C@H](CC(C)C)N1C[C@H](CC(C)C)N(CC2CCCCCC2)C1=S (stereo not given in full)
  SENP1 inh: -3

> CC(C)CN1CC(C)C(=O)N(c2ccccc2)C1=O (stereo not given)
  SENP1 inh: 1

> CN(Cc1ccc(Cl)c(Cl)c1)C(=O)C1CC(=O)N(c2ccc3c(c2)OCCO3)C1 (stereo not given)
  SENP1 inh: -1

(cont.)
SENP1 inh	SMILES
1	O=C(Nc1ccccc1)c1cc(C2COCCN2C(=O)c2cccs2)on1 (stereo not given)
-3	CNc1ncnc2c1ncn2[C@H]1CN(Cc2cccs2)C[C@@H](CO)O1
1	O=C1ON=C(c2ccccc2)/C1=C/c1ccc(OS(=O)(=O)c2ccccc2)cc1
2	CSc1ncccc1C(=O)N1CCCC(N2CCN(c3ccccc3C)CC2)C1 (stereo not given)
1	C[C@H]1CN(CCc2ccccc2)C(=O)[C@@H]1CC(=O)Nc1ccccc1
0	COC(=O)c1ccc(CN(c2ccc(C(=O)O)c(O)c2)S(=O)(=O)c2ccc(Cl)c([N+](=O)[O-])c2)cc1
0	Cc1c(N(C)S(=O)(=O)c2cccc(C(=O)NCc3cccnc3)c2)c(=O)n(-c2ccccc2)n1C
2	CCN(CC)CC(O)c1ccc2ccc3ccc(O)cc3c2c1 (stereo not given)
-2	Nc1ccn([C@@H]2O[C@H](C(=O)N3CCN(Cc4ccccn4)CC3)[C@@H](O)[C@H]2O)c(=O)n1
1	CCC(=NNS(=O)(=O)c1ccc(C)cc1)c1ccc(OC)c(C)c1
0	c1ccc(CCc2ccccn2)cc1
-1	COc1ccc2ccc3ccc(OC)c(OC(C)=O)c3c2c1
0	COc1ccc(CCNS(=O)(=O)c2ccc3c(c2)CC(C)N3C(=O)C2CC2)cc1OC (stereo not given)
1	CN(C)c1cccc(NC(=O)C2(C)Cc3c(-c4cccnc4)ccnc3O2)c1 (stereo not given)
-11	COc1ccc(NC(=O)c2ccc(NC(=O)c3cccnc3)cc2)cc1
20	Cc1cc(C)c2c(c1)NC(c1cc3c(cc1Br)OCO3)C1CC=CC21 (stereo not given)
0	CSCCC(NC(=O)c1ccccc1Br)C(=O)N1CCN(C/C=C/c2ccccc2)CC1 (stereo not given)
0	CCc1nc2c(OCc3ccccc3C(=O)OC)cccn2c1N(C)C(=O)CC(C)C
-11	O=C(NC1CC1)c1cccc(-c2cncc3nccn23)c1
-1	O=C(NCCCN1CCC(Cc2ccccc2)CC1)c1ccc(CS(=O)c2ccccc2Cl)o1 (stereo not given)
-1	CN(Cc1ccccc1)CC(O)CN(C)Cc1ccccc1
-61	Cc1cccc(NC(=O)CN(C)C(=O)Cc2ccc(-c3ccccc3)cc2)c1C
-16	CCc1nc2ccc(C(=O)NC3CCN(Cc4ccccc4)CC3)cn2c1N(C)Cc1cccs1
-14	OCc1cccc(-c2cnc3c(Nc4cccc(OC(F)(F)C(F)F)c4)nccn23)c1
-1	C#CCOCCOCCOCCNc1nc(N2CCN(C(=O)Cn3cc(CC(C)O)nn3)CC2)nc(N2CCN(C(=O)[C@H](CCCCN)n3cc(CCCC)nn3)CC2)n1 (stereo not given in full)
1	Oc1ccccc1C1SC(c2ccccc2O)SC(c2ccccc2O)S1 (stereo not given)
-19	O=C(c1ccc(Cl)cc1)C1C2C(=O)N(c3ccccc3)C(=O)C2C2CCCN21 (stereo not given)
0	O=C1CCCC[C@@H](CO)[C@H](O)C[C@H](c2ccccc2)O1
-7	COC(=O)/C(=C/c1cn(C(C)=O)c2ccccc12)[N+](=O)[O-]
2	Cc1cscc1-c1ccc(C(=O)Nc2c(C)cccc2C)o1
1	COCCNc1nc(NCc2cccs2)nc2ccsc12
